Assay outcomes from PubChem BioAssay.
KCNQ2 inh – KCNQ2 potassium channel inhibitors, primary screen, cell-based, CHO-K1, FluxOR thallium flux, B-score (AID 2156). 20 min; active compounds read low. O88943. 310,000 tested, 1.1% active. B-score at 10 µM;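 active = fluorescence ratio B-score at most minus 3 library SDs, with starting brightness B-score within 2 library SDs, cut at about -5.5 in these data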
OX1R antag – OX1R (human) antagonism; inhibition, % at 6.6 µM; AID 485270; OX1R-expressing cells, FRET antagonist read-out; 330,000 tested, 1.8% active; in the data active = inhibition mostly above about 38%, no sharp cut-off; inactive = mostly below about 40%;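 note: 0% = agonist challenge alone and 100% = reference antagonist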
Target sequence (O43613 whole entry, looked up): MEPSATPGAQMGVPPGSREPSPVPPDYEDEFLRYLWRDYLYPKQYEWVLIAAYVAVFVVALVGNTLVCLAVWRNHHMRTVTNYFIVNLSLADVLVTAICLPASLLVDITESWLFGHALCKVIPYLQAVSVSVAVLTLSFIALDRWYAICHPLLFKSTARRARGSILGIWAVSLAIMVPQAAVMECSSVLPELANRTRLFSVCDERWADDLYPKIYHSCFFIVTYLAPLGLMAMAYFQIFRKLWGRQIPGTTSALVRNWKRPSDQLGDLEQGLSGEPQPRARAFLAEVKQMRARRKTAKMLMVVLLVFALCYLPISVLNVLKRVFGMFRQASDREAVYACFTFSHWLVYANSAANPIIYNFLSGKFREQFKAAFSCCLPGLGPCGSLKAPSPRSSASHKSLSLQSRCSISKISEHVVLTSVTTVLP
STK33 inh – blocks human STK33 kinase activity | 320,000 tested, 0.073% active | purified STK33, MBP phosphorylation, ADP-Glo luminescence | inhibition, % at 10 µM;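 active = inhibition at or above 25%, using the most active replicate where run in duplicate; inactive = inhibition below 25%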
Target sequence (Q9BYT3 whole entry, looked up): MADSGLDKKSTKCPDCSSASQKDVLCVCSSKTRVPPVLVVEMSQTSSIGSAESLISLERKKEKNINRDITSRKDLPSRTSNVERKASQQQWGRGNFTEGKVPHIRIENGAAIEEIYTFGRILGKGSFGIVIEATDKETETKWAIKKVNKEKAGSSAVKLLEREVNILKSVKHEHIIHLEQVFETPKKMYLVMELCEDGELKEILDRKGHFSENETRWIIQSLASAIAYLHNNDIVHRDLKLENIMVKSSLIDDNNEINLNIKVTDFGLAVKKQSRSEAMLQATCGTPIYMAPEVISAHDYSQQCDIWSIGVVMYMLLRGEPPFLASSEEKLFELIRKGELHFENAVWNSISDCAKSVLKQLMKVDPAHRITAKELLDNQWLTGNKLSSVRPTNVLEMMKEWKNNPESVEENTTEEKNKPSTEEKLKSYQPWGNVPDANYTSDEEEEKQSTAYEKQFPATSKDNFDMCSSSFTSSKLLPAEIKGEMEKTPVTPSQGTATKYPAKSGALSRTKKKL
* hit, by the source's call; i = inactive; . = no result given. No enrichment for hits. Share with any hit: about 2.7%.

Order of values: KCNQ2 inh, OX1R antag, STK33 inh
CC(C)c1ccc(N(CC(=O)NC2CCCCC2)C(=O)CCC(=O)Nc2ccccn2)cc1
→ i, 10, -0.6
CN(C)C=Nc1nonc1-c1ncn[nH]1
→ i, -3, -1.0
Cc1ccc(NC(=S)NCCc2ccccc2)c(C)c1
→ i, 16, -0.1
Cc1cccc(C(=O)Nc2ncc(CN3CCOCC3)s2)c1
→ i, 12, 0.9
CCOC(=O)C(CC)(CCC(=O)O)c1csc(Nc2ccc(C)cc2)n1 (stereo not drawn)
→ i, 20, 0.2
O=C1CC/C=C\C[C@@H](CC(=O)N(CCO)Cc2ccccc2)C(=O)N[C@H](Cc2ccccc2)CO1
→ ., 12, -0.6
CCOCCCNC(=O)C(c1ccc(C)cc1)N(Cc1ccc2c(c1)OCO2)C(=O)CNC(C)=O (stereo not drawn)
→ i, 14, -0.7
Clc1ccc(-c2nnc(-c3ccccc3Cl)o2)cc1
→ i, 10, -0.2
CN1CCN(C(=O)c2cnn3c(C(F)(F)F)cc(-c4cccs4)nc23)CC1
→ i, 20, 0.8
Cn1c(Cc2nc(-c3cnccn3)no2)nnc1SCC(=O)Nc1ccccc1
→ i, 21, -1.1
CC1Cc2ccccc2N1C(=O)c1cc2sccc2n1Cc1ccccc1 (stereo not drawn)
→ i, 22, -1.3
S=C(NCCc1ccccc1)NC1CC2CCC(C1)N2Cc1ccccc1 (stereo not drawn)
→ i, 31, 0.3
O=C(OCCCC(=O)N1CCOCC1)c1ccccc1
→ i, 16, -0.9
CC(C)CC(C(=O)O)N1C(=O)C2C3C=CC(C2C1=O)C1C(=O)N(C(CC(C)C)C(=O)O)C(=O)C31 (stereo not drawn)
→ i, 2, -2.4
COc1ccc(OC)c(Nc2nc(C3CC3)nc3c2nnn3Cc2ccccc2)c1
→ i, 31, -1.0

Some of the entries so far, with the structure last.
KCNQ2 inh	OX1R antag	STK33 inh	mol
i	21	-1.1	Cn1c(Cc2nc(-c3cnccn3)no2)nnc1SCC(=O)Nc1ccccc1
i	22	-1.3	CC1Cc2ccccc2N1C(=O)c1cc2sccc2n1Cc1ccccc1 (stereo not drawn)
i	31	0.3	S=C(NCCc1ccccc1)NC1CC2CCC(C1)N2Cc1ccccc1 (stereo not drawn)
i	16	-0.9	O=C(OCCCC(=O)N1CCOCC1)c1ccccc1

Continued:
Order of values: KCNQ2 inh, OX1R antag, STK33 inh
O=C(Nc1ccccc1)O/N=C(\c1ccccc1)c1ccccn1
→ i, 2, 0.1
COc1ccc(C(=O)COc2ccc(NC(C)=O)cc2)cc1
→ i, 17, -0.4
COc1ccc(S(=O)(=O)N2CCCCCC2)cc1N(C)S(=O)(=O)c1ccc(C)cc1
→ i, 16, .
Cc1ccsc1C(=O)N1CC=C(c2ccccc2)CC1
→ i, 31, 17
COc1cccc(/C=N/Nc2ccc(Cl)nn2)c1OC
→ i, 30, -2.0
CC(C)CN(C(=O)C1CC1)c1c(N)n(Cc2ccccc2)c(=O)[nH]c1=O
→ i, 8, -1.6
CCCOc1ccc(Cn2ccnc2)cc1[N+](=O)[O-]
→ i, 7, -0.4
CC1=C(/C=C/C(C)=C/C=C/C(C)=C/C(=O)O)C(C)(C)CCC1
→ i, 12, -0.9
Cc1cc(C(=O)O)c(C)n1Cc1ccncc1
→ i, 8, -1.2
O=C1NC(CCc2ccccc2)C(=O)N1Cc1ccccc1Cl (stereo not drawn)
→ i, 6, .
CCN(CC)CCN(C(=O)c1ccc2c(c1)CCCC2)c1nc2ccc(C)cc2s1
→ i, 4, -0.8
CCCOc1ccc(N2C(=O)CC(N3CCC(C(=O)OCC)CC3)C2=O)cc1 (stereo not drawn)
→ i, 2, -2.6
O=C(CCNS(=O)(=O)c1ccc(F)c(Cl)c1)NCc1ccccc1F
→ ., 3, -0.2
Cc1ccccc1-c1nc(-c2cccnc2)no1
→ i, 7, -0.8
Cn1c(N)c(C(=O)Nc2ccc(-c3ccccc3)cc2)sc1=S
→ i, 17, -2.7
CC1CCN(c2ccc(-c3cccc(NC(=O)C(F)(F)F)c3)nn2)CC1
→ i, 18, 2.0
CN(CC(=O)Nc1ccc(F)c(F)c1F)C(=O)CCc1nc2sc3c(c2c(=O)[nH]1)CCCC3
→ i, 16, -1.0
O=C(Nc1ccc(-n2ccc(C(F)(F)F)n2)cc1)Nc1cccc(Cl)c1
→ i, 31, -1.2
COc1ccc(OCc2nc(N)nc(Nc3cccc(C)c3C)n2)cc1
→ i, 33, -1.6
Cc1cc(-c2cc(-c3ccc(Cl)cc3)on2)nc(NCC2CC2)n1
→ i, 6, 2.4
CC(Sc1nnnn1C)C(=O)NC1CCCC1 (stereo not drawn)
→ ., 11, -1.1
CCOc1ccc(/C=C2\SC(=S)N(CCC(=O)N(CCO)c3ccccc3)C2=O)cc1
→ i, 15, -1.6
Cc1[nH]c2ccccc2c1/C=N/NC(=O)C1CC1(c1ccccc1)c1ccccc1 (stereo not drawn)
→ i, 8, -1.2
COC(=O)CSc1nnc(-c2ccccc2O)n1-c1ccc(C)cc1
→ i, 9, -0.5
CC(=O)c1cc2c(cc1NC(=O)C1CN(C(C)=O)c3ccccc3O1)OCO2 (stereo not drawn)
→ ., 12, 3.4
Cc1ccc(C(=O)NCC(=O)OC(C)C(=O)Nc2ccc(N(C)C)cc2)s1 (stereo not drawn)
→ i, 9, -1.4
COc1cc2c(C#CCO)c(-c3ccc(C#N)cc3)oc(=O)c2cc1OC
→ ., 9, 1.0
Cc1ccc(S(=O)(=O)Nc2nc3ccccc3nc2NCc2ccco2)cc1
→ i, 4, -0.3
COc1ccc(S(=O)(=O)N(CCc2ccccc2)CC(=O)O)cc1OC
→ i, 4, -3.8
COc1ccc(OC)c(C(=O)NC(CC(N)=O)c2ccc(NCCN3CCCC3)c([N+](=O)[O-])c2)c1 (stereo not drawn)
→ i, 24, -1.8
COc1ccc(CNC(=O)CCC(=O)Nc2ccc(Cl)cc2)cc1
→ i, 31, -0.2
O=C(c1ccco1)N1CCN(Cc2ccc(F)cc2Cl)CC1
→ i, -4, -0.3
Cc1cccc[n+]1C1C(c2ccccc2)C(C#N)=C(C(=C=[N-])C#N)NC1(O)C1CC1 (stereo not drawn)
→ i, 20, 2.4
COc1ccc(CSc2nnc(CNS(C)(=O)=O)o2)cc1
→ i, 13, -1.5
Cc1noc(C)c1COc1cccc(C(=O)Nc2ccc(OCc3ccccc3)cc2)c1
→ i, 49, 0.9
Cc1cccc(NC(=O)CSc2nnc(-c3ccncc3)n2C)c1
→ i, 10, -1.9
NNC(=O)COc1cccc2cccnc12
→ i, 51, 0.6
CCCCC1=NN(C(=O)c2ccco2)C(O)(C(F)(F)F)C1 (stereo not drawn)
→ i, 19, 1.0
CCCOc1ccc(N2C(=O)CC(N(CCc3ccc(S(N)(=O)=O)cc3)C(C)=O)C2=O)cc1 (stereo not drawn)
→ i, 9, -1.0
CCN(CC)CCNC(=O)C(=O)Nc1cc2c3c(c1)CCN3C(=O)CC2
→ i, 18, -1.3
CCOC(=O)c1cnc(N)nc1C(F)(F)F
→ i, 23, -1.1
C=C[C@@](C)(O)CC[C@@H]1[C@@]2(C)CCCC(C)(C)[C@@H]2CC[C@@]1(C)O
→ i, -8, -2.1
CCOC(=O)Cn1c(C)c(Br)c(COC)c(C#N)c1=O
→ i, 5, -0.2
Cc1ccc(C2CN(CCC(N)=O)C(=O)CO2)cc1 (stereo not drawn)
→ ., 2, -0.7
COc1cccc(N/C(SCc2ccccc2C)=C(/C#N)C(=O)NCc2cccs2)c1
→ i, 8, -0.3
Cc1ccc(C(=O)N2CCN(C(=O)c3ccc(C)cc3)C2)cc1
→ i, 12, -0.2
O=C(Cn1cc([N+](=O)[O-])cn1)N1CCCc2ccccc21
→ i, 4, -0.6
CCCn1c(SC(C)C(=O)N2CCOCC2)nc2ccc(Br)cc2c1=O (stereo not drawn)
→ i, 16, .
Cc1ccc(Cl)cc1NC(=O)COC(=O)CC(C)(C)C
→ i, 4, -0.3
COc1cc(-c2nc(-c3ccc(NC(=O)c4ccc5c(c4)OCO5)cc3)no2)cc(OC)c1OC
→ i, 23, -1.6
Cc1cccc(N2CCN(C(=O)c3cn4ccccc4n3)CC2C)c1 (stereo not drawn)
→ i, 19, -4.6
O=C(NCCCNC(=O)NC1CCCCC1)NC1CCCCC1
→ i, 7, -0.9
COc1ccccc1CNc1nc(C)c(C(C)=O)s1
→ i, 7, -2.4
CCOC(=O)C(C(=O)OCC)C(C)(C)/C(C)=N\Nc1ccc([N+](=O)[O-])cc1[N+](=O)[O-]
→ i, 32, -2.5
O=C(NC1CCCCC1)C1CCCN(S(=O)(=O)c2cccc3cccnc23)C1 (stereo not drawn)
→ i, 17, -0.2
N#Cc1ccc(N2CCCC2C(=O)O)c([N+](=O)[O-])c1 (stereo not drawn)
→ i, 24, -3.1
CCCC(=O)c1cc(F)c(N2CCN(C(=O)OCC)CC2)cc1C
→ i, 6, .
CCCn1c(C2CCCN2c2nc(-c3ccc(C)cc3)cs2)nc2ccccc21 (stereo not drawn)
→ i, 26, -1.1
CC(=O)NC1CC2CCCC(C1)N2CC(=O)Nc1ccccc1 (stereo not drawn)
→ i, 6, -2.0
Cc1cc(N2CCN(c3ccc(F)cc3)CC2)nc2cc(O)ccc12
→ i, 7, -3.1

The list continues.
Order of values: KCNQ2 inh, OX1R antag, STK33 inh
CCOc1ccc(S(=O)(=O)N(CC(=O)O)c2ccccc2)cc1
→ i, 6, -0.9
O=C(O)c1cccc(N2C(=O)c3cc([N+](=O)[O-])cc4cc([N+](=O)[O-])cc(c34)C2=O)c1
→ i, 96*, 4.7
O=C(NCCN1CCN(Cc2ccccc2)CC1)C1CC(=O)N(C2CCCC2)C1 (stereo not drawn)
→ i, 10, -1.0
O=C(/C=C/c1cccc(Cl)c1)Nc1ccncc1
→ i, 6, 1.4
COc1ccc(C(=O)Nc2ccc(N3CCN(Cc4ccccc4)CC3)cc2)cc1
→ i, 15, -0.6
O=C(NCc1cccnc1)c1cn(-c2ccccc2)nc1-c1cccs1
→ i, -1, -0.1
COc1cccc(OCC(=O)Nc2ccccc2C(N)=O)c1
→ i, 12, -1.1
COc1ccc(NC(=O)c2c(F)c(F)c(F)c(F)c2F)cc1Cl
→ i, 19, -1.3
COc1ccc(C)cc1NS(=O)(=O)c1ccc2c(c1)N(C(C)=O)CCO2
→ i, 5, -1.0
CCc1ccc(NC(=O)C2CCN(S(=O)(=O)c3ccc4c(c3)CC(C)N4C(C)=O)CC2)cc1 (stereo not drawn)
→ i, 19, 1.1
O=C(Cc1cccs1)Nc1ccc(-c2nnc(-c3ccco3)o2)cc1
→ i, 9, -1.1
Cn1cccc1C(=O)OCC(=O)NCc1ccc2c(c1)OCO2
→ ., -2, 0.0
CCOC(=O)c1ccc(S(=O)(=O)N2CCN(CC(O)COc3ccc(C#N)cc3)CC2)cc1 (stereo not drawn)
→ i, 3, -1.0
CC1(C)Cc2c(cnn2-c2ccccc2)C(NC(=O)CCCN2CCCC2=O)C1 (stereo not drawn)
→ i, 27, -0.3
Cc1ccc(NCCNc2ccc(C)cc2)cc1
→ i, 8, 1.3

3 entries from above, reformatted:
KCNQ2 inh	OX1R antag	STK33 inh	SMILES
i	15	-0.6	COc1ccc(C(=O)Nc2ccc(N3CCN(Cc4ccccc4)CC3)cc2)cc1
i	-1	-0.1	O=C(NCc1cccnc1)c1cn(-c2ccccc2)nc1-c1cccs1
i	12	-1.1	COc1cccc(OCC(=O)Nc2ccccc2C(N)=O)c1

Next compounds follow.
Order of values: KCNQ2 inh, OX1R antag, STK33 inh
COc1ccc(CCNC(=O)C(=O)NCc2ccccc2)cc1OC
→ i, 26, 0.2
O=C(CCn1c(=O)oc2ccccc21)N1CCN(c2ccccc2Cl)CC1
→ i, 10, -0.2
Cc1cc(NC(=O)CC23CC4CC(C2)CC(CC(=O)Nc2cc(C)on2)(C4)C3)no1
→ i, 24, -2.3
COc1ccccc1NC(=O)CCSc1nnnn1C
→ i, 13, 0.1
Cc1ccc(NC(=O)COC(=O)c2ccc(-n3cnnn3)cc2)c(Br)c1
→ ., 8, -0.9
COC(=O)C1=C(C)Nc2ncnn2C1c1ccc(OCc2ccccc2)cc1 (stereo not drawn)
→ i, 6, 0.8
COc1ccc(OC)c(C(=O)N2CCC(CCC(=O)NC3CC3)CC2)c1
→ i, -1, -1.3
CC1CCC(C(C)C)C(OCC(O)CN2CCOCC2)C1 (stereo not drawn)
→ i, 7, 0.5
COC(=O)C1=C(C)OC(N)=C(C#N)C1c1cc(OC)ccc1OC (stereo not drawn)
→ i, 15, -0.6
CCOCCCNC(=S)N1C2CCC1CC(NC(=O)Nc1ccc(C(=O)OCC)cc1)C2 (stereo not drawn)
→ i, 28, -0.6
Cc1nc(-c2nnc(SCC(=O)Nc3cc(C(F)(F)F)cc(C(F)(F)F)c3)n2C)cs1
→ i, 8, -0.6
O=C(Nc1ccc(F)c(F)c1)c1ccc(F)c(S(=O)(=O)N2CCC3(CC2)OCCO3)c1
→ i, 8, 0.4
Cc1n[nH]c(=O)c2c(NC(=O)COC(=O)c3cc(F)cc(F)c3)oc(C)c12
→ i, 25, -1.5
Cc1ccc(N2CC(=O)Nc3c(sc4nc(C)cc(C)c34)C2=O)cc1
→ i, 6, -2.6
O=C(NC(c1ccccc1)c1ccccc1)N1CCN(CCO)CC1
→ i, 9, -0.3
Cc1c(N2C(=O)CS/C2=N\N=C\c2ccc(Cl)cc2)c(=O)n(-c2ccccc2)n1C
→ i, 3, -0.5
CS(=O)(=O)N(CC(=O)Nc1ccccc1C(=O)N1CCOCC1)c1cccc(F)c1
→ i, 13, 0.0
CCn1c(SCC(=O)O)nc2sc3c(c2c1=O)CCC3
→ i, 3, 0.9
COc1cc2c(cc1OC)[C@H](Cc1ccc(O)cc1)NCC2
→ i, 15, -0.9
